Screening results deposited in PubChem BioAssay by several laboratories.
TNF necrop inh: inhibitors of TNF-alpha triggered necroptosis, primary screen, cell-based, Jurkat FADD-/-, single concentration | Jurkat FADD-/- TNF necroptosis rescue, ATP luminescence, 24 h; 0 = TNF only, 100 = no-TNF cells | activation (protection from cell death), % at 10 µM | 220,000 tested, 0.068% active | AID 463075, 2010;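 active means activation, meaning protection from cell death, of at least 50% relative to plate controls; inactive means activation below 50%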;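 further: necroptosis triggered by 40 ng/mL TNF-alpha added together with compound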
Wee1 degr inh: Wee1 degradation inhibitors, primary screen, cell-based, HeLa, Wee1K328M-luciferase, luminescence; Wee1-like protein kinase (Homo sapiens), P30291; HeLa Luc-Wee1K328M stability; 100% = proteasome inhibitor MG132 effect; reporter increase, % at 5 µM; 220,000 tested, 1.2% active; AID 1321, 2008;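 active means activation above the mean of all tested compounds plus 3 SD, set per screening run, cut at about 8.8% in these data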;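 further: cells exposed to compound for 20 h before luminescence read; 0% = DMSO alone and 100% = MG132 at 30 µM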
PPC-1+TRAIL kill: compounds killing PPC-1 cancer cells with TRAIL present, primary screen, TRAIL potentiator project, ATPLite luminescence, uHTS; AID 1443, 2008; 220,000 tested, 0.41% active; cell killing (% activity), % at 4 µM; PPC-1 cells + TRAIL, ATPLite viability luminescence;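 active means cell killing above 50% in the first pass at 4 µM, then a duplicate retest at 5 µM averaging 50% or more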;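 further: plate controls were cells with TRAIL plus DMSO for no effect and medium-only wells lacking cells for full effect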
TRPML3 ag: human TRPML3 channel agonists, primary screen, cell-based, HEK293 TRPML3-YFP, Fluo-8 calcium fluorescence, 3 µM | Mucolipin-3 (Homo sapiens), Q8TDD5 | 100% = the carbachol control signal | activation, % at 3 µM | 220,000 tested, 0.29% active | AID 1448, 2008;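 active means activation above its plate's cutoff, the mean activation of the plate's test wells plus 3 SD, cut at about 12% in these data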;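 further: 0% = DMSO only wells and 100% = carbachol wells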
Target sequence (Q8TDD5 whole entry, looked up): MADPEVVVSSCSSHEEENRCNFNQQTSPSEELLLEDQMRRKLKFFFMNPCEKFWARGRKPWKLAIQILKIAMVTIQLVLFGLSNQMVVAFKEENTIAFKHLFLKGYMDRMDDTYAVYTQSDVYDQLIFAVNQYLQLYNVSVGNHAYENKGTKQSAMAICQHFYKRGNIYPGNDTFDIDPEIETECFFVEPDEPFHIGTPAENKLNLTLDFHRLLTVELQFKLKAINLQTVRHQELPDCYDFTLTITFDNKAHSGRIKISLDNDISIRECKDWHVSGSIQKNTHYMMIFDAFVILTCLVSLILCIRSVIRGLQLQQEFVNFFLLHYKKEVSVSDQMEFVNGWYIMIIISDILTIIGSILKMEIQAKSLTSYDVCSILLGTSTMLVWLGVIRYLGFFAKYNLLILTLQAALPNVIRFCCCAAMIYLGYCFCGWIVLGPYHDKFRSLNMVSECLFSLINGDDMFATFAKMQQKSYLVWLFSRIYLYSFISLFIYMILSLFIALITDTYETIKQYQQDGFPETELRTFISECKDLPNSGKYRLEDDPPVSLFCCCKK
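Test system: HEK293 cells stably carrying human TRPML3-YFP; Doses: single dose, 3 µM final nominal compound, 0.3% DMSO final; Schedule: dye loading 1 h 37 °C then 30 min ambient, 125 s read; Technique: Fluo-8 calcium fluorescence; Benchmarks: high control carbachol 87 µM, low control DMSO.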
Ba/F3 V617F tox: reduced viability of JAK2V617F-dependent Ba/F3 cells, primary screen, JAK2V617F inhibitor project, cell-based, Ba/F3 EpoR-JAK2V617F, luminescence | ATP luminescence | 220,000 tested, 1.1% active | inhibition, % at 5.6 µM;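 active means inhibition above the campaign mean plus 3 SD over all tested compounds, cut at about 24% in these data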;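 further: cytokine-independent growth of Ba/F3 cells driven by EpoR plus mutant JAK2; 0% = DMSO-treated cells and 100% = JAK inhibitor I control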
BaF3 tox: parental Ba/F3 cell viability inhibition, counter-screen for JAK2V617F inhibitor project, murine pro-B, CellTiter-Glo luminescence; CellTiter-Glo ATP luminescence; inhibition, % at 5.6 µM; 220,000 tested, 1.1% active; AID 1486, 2009;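 active means inhibition above a per-campaign cutoff, the mean inhibition of all tested compounds plus 3 SD, cut at about 27% in these data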;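 further: 0% = DMSO wells and 100% = JAK Inhibitor I control wells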
zfTRPN1 agonist: zebrafish TRPN1 channel agonists, primary screen, cell-based, HEK293, calcium fluorescence; transient receptor potential cation channel N1 (TRPN1/NompC), Danio rerio; HEK293 zebrafish TRPN1-YFP, Fluo-8 calcium fluorescence; 100% = response to 87 µM carbachol; activation, % at 3 µM; 220,000 tested, 0.18% active; AID 1424, 2008;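 active means activation above its plate's cutoff, the mean activation of test wells on that plate plus 3 SD, cut at about 19% in these data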;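 further: 0% = DMSO alone and 100% = 87 µM carbachol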
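Assay system: Zebrafish TRPN1-YFP in HEK293 cells | Incubation: Dye loading 1 h at 37 °C, then 30 min room temperature | Measured by: Kinetic Fluo-8 fluorescence, ex 470-495, em 515-575 nm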
RBBP9 inhibitor: human RBBP9 inhibitors, primary screen, biochemical, fluorescence polarization, FP-Rh probe, HTS; 220,000 tested, 0.2% active; recombinant RBBP9; inhibition, % at 7.94 µM; AID 1515, 2009;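 active means inhibition above the campaign mean of all tested compounds plus 3 SD, cut at about 14% in these data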;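 further: plate controls were DMSO wells with RBBP9 for no effect and wells lacking RBBP9 protein for full effect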
Target sequence (O75884 whole entry, looked up): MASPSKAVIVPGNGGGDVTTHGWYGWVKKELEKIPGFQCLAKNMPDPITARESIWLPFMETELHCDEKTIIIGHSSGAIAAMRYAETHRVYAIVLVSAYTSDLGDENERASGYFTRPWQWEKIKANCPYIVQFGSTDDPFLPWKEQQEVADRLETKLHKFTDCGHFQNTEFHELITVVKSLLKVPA
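System: RBBP9 protein | Quantity: 2.5 µM RBBP9 dispensing solution, before mixing | Reagent: FP-Rh probe, 375 nM dispensing solution | Timing: Enzyme-compound preincubation 30 min, then probe labeling 45 min, 25 °C | Measured by: Fluorescence polarization | Read-out: % inhibition | Replication: One well per compound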
CHOP inh: inhibitors of CHOP promoter induction, primary screen, cell-based, unfolded protein response, luciferase reporter; AID 2732, 2010; 220,000 tested, 3.8% active; inhibition, % at 10 µM; CHO-K1 CHOP-promoter luciferase, tunicamycin-induced, 15-18 h;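 active means compounds that reduced the stress-induced luciferase reporter signal by more than about 70% of percent inhibition, limit read from the data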;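 further: 0% = tunicamycin plus vehicle and 100% = wells without tunicamycin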
Active calls of the source: *; [ ] = remark or other dose.

entry	mol	TNF necrop inh	Wee1 degr inh	PPC-1+TRAIL kill	TRPML3 ag	Ba/F3 V617F tox	BaF3 tox	zfTRPN1 agonist	RBBP9 inhibitor	CHOP inh
1	Oc1ccc(Br)cc1C=Nc1ccc2[nH]ncc2c1	-7.3	1	4	0.6	-4	-3	1.2	-4	33
2	O=C(Nc1ccccn1)[C@@H]1CCC(=O)N1C(=O)OCc1ccccc1	-0.7	-3	14	0.7	-2	3	0.1	-5	24
3	CCCc1nnc(NC(=O)c2ccc(N3C(=O)C4C5C=CC(C5)C4C3=O)cc2)s1 (centres undefined)	1.4	2	18	1.2	0	3	0.7	3	14
4	CSc1nc2ccc(S(=O)(=O)N3CCCCC3)cc2s1	1.3	-4	9	0.6	0	1	-0.1	1	8
5	CC1=NN(c2ccccc2)C(=O)C1c1ccccc1 (centres undefined)	10	2	20	0.1	0	2	-0.5	-6	-29
6	CN(C)C(C)(C)/C=C/C(O)(c1ccccc1)c1ccccc1	0.8	3	1	1.0	-3	1	-0.2	-4	8
7	COCC(=O)Nc1ccc(Nc2ccccc2)cc1	-1.1	-2	-3	0.1	-1	1	1.5	-2	7
8	Cc1sc(NC(=O)Nc2ccccc2)c(C(N)=O)c1C	0.6	5	-1	-0.1	3	4	-1.9	-5	4
9	Cc1cc2cc(CN3C(=O)c4ccccc4C3=O)ccc2[nH]1	1.8	-1	-9	-0.2	-2	3	-0.7	-6	40
10	Cn1c(CN2CCN(C(=O)c3ccc(F)cc3)CC2)nc2cc([N+](=O)[O-])ccc21	5.0	-2	15	0.6	-1	4	2.1	-7	10
11	COc1ccc(Cl)cc1C(=O)NNC(=S)NC(=O)c1cc(-c2ccccc2)nc2ccccc12	-6.9	0	41	0.9	8	13	4.7	-6	28
12	Cc1cc(N2C(=O)C3CC=CCC3C2=O)cc(C)c1Br (centres undefined)	-1.2	-1	16	-1.5	0	3	-0.5	-2	3
13	O=C(CCn1c(=O)oc2ccccc21)N1CCc2ccccc21	0.5	0	4	0.3	-2	-1	0.3	2	28
14	COc1cc(S(=O)(=O)N2CCN3CCCC3C2)ccc1-n1cnnn1 (centres undefined)	0.5	-1	-3	0.9	3	3	0.8	-2	43
15	CNC(=S)N1N=C(c2ccc(Br)cc2)CC1c1ccc(N(C)C)cc1 (centres undefined)	2.2	3	13	0.2	4	9	-1.6	-2	27

Shown with two lines to a compound: 3 of the compounds above
Order of results: TNF necrop inh | Wee1 degr inh | PPC-1+TRAIL kill | TRPML3 ag | Ba/F3 V617F tox | BaF3 tox | zfTRPN1 agonist | RBBP9 inhibitor | CHOP inh
2) O=C(Nc1ccccn1)[C@@H]1CCC(=O)N1C(=O)OCc1ccccc1
 : -0.7 | -3 | 14 | 0.7 | -2 | 3 | 0.1 | -5 | 24
10) Cn1c(CN2CCN(C(=O)c3ccc(F)cc3)CC2)nc2cc([N+](=O)[O-])ccc21
 : 5.0 | -2 | 15 | 0.6 | -1 | 4 | 2.1 | -7 | 10
3) CCCc1nnc(NC(=O)c2ccc(N3C(=O)C4C5C=CC(C5)C4C3=O)cc2)s1 (centres undefined)
 : 1.4 | 2 | 18 | 1.2 | 0 | 3 | 0.7 | 3 | 14

More structures:
entry	mol	TNF necrop inh	Wee1 degr inh	PPC-1+TRAIL kill	TRPML3 ag	Ba/F3 V617F tox	BaF3 tox	zfTRPN1 agonist	RBBP9 inhibitor	CHOP inh
16	c1ccc2c(c1)nc(Nc1ccc(N3CCCCC3)cc1)c1nncn12	-0.2	-3	14	-0.3	6	0	0.2	3	29
17	O=C(NCc1ccc(Cl)cc1)c1ccccc1CCc1ccccc1	2.1	-1	2	0.5	-5	2	-2.0	-3	46
18	Cc1cccc(NCC(=O)N/N=C\c2ccc[nH]2)c1	0.3	-2	5	-0.6	-5	5	-2.2	2	-15
19	COc1ccc(N2CCN(CCNC(=O)c3nnc(Cc4c(F)cccc4Cl)o3)CC2)cc1	1.2	6	-11	0.2	-1	5	1.0	-3	9
20	CCN(CC)S(=O)(=O)c1cccc(NC(=O)C(=O)c2c(-c3ccccc3)cc3ccccn23)c1	-1.0	0	3	0.8	-1	5	-1.5	-10	15
21	CCOC(=O)c1c(NC(=O)c2noc3c2CCCC3)sc(C)c1C	0.1	-2	4	1.5	3	7	1.5	-10	21
22	Cc1ccc[n+](CC(=O)N2CCCc3ccccc32)c1	0.8	-3	11	0.1	-1	4	0.0	-8	-5
23	O=S(=O)(NCCCCCNS(=O)(=O)c1ccc(F)cc1)c1ccc(F)cc1	-2.2	0	-6[5 µM]	1.6	1	6	2.1	-8	47
24	Cc1ccc(CSCC(=O)N/N=C/c2cccc(OC3CSC3)c2)cc1	1.5	1	-16	0.7	3	10	0.4	-1	60
25	O=C(O)/C=C/c1cnc2ccccc2n1	1.5	4	3	0.4	3	2	0.7	1	-9
26	CCOC(=O)c1[nH]c2ccc(Br)cc2c1NC(=O)CCN1CCCC(C)(C)C1	2.9	-2	21	0.0	6	6	-0.9	-7	17
27	CNC(=S)N1CCN(C(=O)C2CCCO2)CC1 (centres undefined)	0.1	2	18	1.4	0	6	1.4	-3	-6
28	CCn1nc([N+](=O)[O-])c(C(C#N)c2nc3cc(C(F)(F)F)ccc3s2)c(Cl)c1=O (centres undefined)	-6.7	6	6	-0.7	1	9	-1.6	6	27
29	CCOC(=O)C1=C(CSc2nc3c(cc2C#N)CN(C)CC3)OC(N)=C(C#N)C1c1ccccc1 (centres undefined)	-0.5	2	4	0.2	1	0	-0.3	4	-14
30	Nc1cc(=O)n(Cc2ccccc2)c(=O)n1-c1ccc(F)cc1	16	-1	0	1.2	-2	-2	0.3	-3	8

Additional records follow.
item	structure	TNF necrop inh	Wee1 degr inh	PPC-1+TRAIL kill	TRPML3 ag	Ba/F3 V617F tox	BaF3 tox	zfTRPN1 agonist	RBBP9 inhibitor	CHOP inh
31	CCc1ccc(NC(=S)Nc2ccc3[nH]c(=O)[nH]c3c2)cc1	-4.7	2	14	0.4	1	-4	0.2	3	-9
32	COCc1cc(C)nc(N2CCc3ccccc32)c1C#N	-2.1	0	-2	-0.9	-1	3	-2.7	-7	56
33	Fc1ccc(-c2n[nH]c(=S)n2/N=C/c2c[nH]c3ccccc23)cc1	2.4	8	2	0.6	2	5	-0.5	-6	29
34	Cn1c(CN2CCN(c3cccc(Cl)c3)CC2)nc2ccccc21	-0.3	0	11	-1.6	-3	1	-0.9	7	34
35	Clc1ccc(CSc2nnnn2-c2ccc3c(c2)OCO3)c(Cl)c1	2.4	-1	11	0.9	-1	3	1.4	-13	36
36	O=C(COC(=O)/C=C/c1ccccc1Cl)NCc1ccccc1	0.0	0	1	0.1	0	1	-0.1	-9	4
37	Cc1ccc(NC(=S)N2CCc3[nH]c4ccccc4c3C2)cc1	0.8	-2	-13	-0.6	5	11	2.2	-8	4
38	CC1=C(C(=O)NC(C)c2ccccc2)C2(CCC(C)CC2)OC1=O (centres undefined)	1.8	-1	-8	0.7	-1	-4	-0.3	-8	-20
39	Cc1cc(C)c2c(N=CN(C)C)c(C(=O)N3CCN(c4ncccn4)CC3)sc2n1	-2.3	-4	-16	1.1	-3	1	0.9	-3	0
40	COc1cc(NC(=O)c2ccccc2Cl)ccc1NC(=O)c1ccco1	2.5	1	16	-0.4	4	5	0.1	-5	-41
41	O=C(O)/C=C/C(=O)NC1CCS(=O)(=O)C1 (centres undefined)	0.5	3	45	0.8	0	4	-0.2	-11	-2
42	COc1ccc2cc(C(=O)C3CCCN(C(=O)c4ccnn4C)C3)ccc2c1 (centres undefined)	-1.0	-3	16	0.0	0	-2	-0.1	-5	-7
43	Cn1c(=O)c2c(-c3ccccc3)n(-n3cnnc3)cc2n(C)c1=O	-9.2	0	1	1.1	-3	1	-0.7	2	-22
44	COCCCNC(=O)c1c[nH]c2ccc(S(=O)(=O)N3CCC(C)CC3)cc2c1=O	0.6	-4	3	-0.1	5	10	-1.1	0	8
45	NNC(=O)c1cc2c(s1)CCCCCC2	0.5	2	-6[5 µM]	0.1	-3	5	1.1	-15	16
46	CC(C)CNC(=S)NNC(=O)c1ccco1	-2.6	0	16	0.5	0	5	1.3	-2	-10
47	CC1(C)CC(=O)C2=C(C1)Oc1nc3ccccc3cc1C2C(C#N)C#N (centres undefined)	-12	0	27	0.9	-3	0	-0.6	-10	63
48	O=C(N1CCOCC1)N1CCCC(c2nc(-c3cccs3)no2)C1 (centres undefined)	-0.3	-1	3	-0.8	2	11	1.2	-3	22
49	CCC(C)N1C(=O)CCC1C(=O)N1CCN(c2ccc(F)cc2)CC1 (centres undefined)	-1.1	-1	8	0.7	-1	6	-0.5	-8	-19
50	O=C(C[n+]1ccccc1)c1ccc(-c2ccccc2)cc1	2.1	-2	20	0.7	0	2	-0.2	-7	-3
51	Cc1nc(-c2ccc(NC(=O)/C=C\C(=O)O)cc2)cs1	0.2	0	7	0.9	2	7	0.1	-9	15
52	COc1ccccc1OCC(=O)NCCSCc1ccccc1Cl	2.4	-3	27	-0.2	-1	6	-2.2	-4	2
53	O=C(/C=C/c1ccccc1)N1CCC(N2CCC(C(=O)N3CCOCC3)CC2)CC1	1.5	-1	-13	0.1	3	2	0.1	-7	18
54	CCC(=O)Nc1ccc(-c2nnc(SCC(=O)NCC3CCCO3)n2C)cc1 (centres undefined)	1.0	-1	7	0.4	2	5	0.8	-8	7
55	CCOc1cc(/C=N/NC(=O)OC)ccc1OCCSc1ccc(Cl)cc1	2.0	5	4	0.6	0	5	-0.4	-8	-10
56	CN(Cc1ccccc1)Cc1nc2c([nH]1)c(=O)[nH]c(=O)n2C	0.0	0	-3	0.7	-3	1	0.7	-5	15
